M4 PAM – potentiates acetylcholine response at human M4 receptor; P08173; CHO-K1 hM4/Gqi5, Fluo-8 calcium fluorescence, ACh EC20; 0% = ACh EC20, 100% = maximal ACh; activation, % at 3 µM; actives 0.4% (n = 360,000); AID 624126;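 active = activation above its plate's cutoff, the mean activation of sample wells plus 3 SD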; note: some results filed as inactive read as strong as hits
Target sequence (P08173 whole entry, looked up): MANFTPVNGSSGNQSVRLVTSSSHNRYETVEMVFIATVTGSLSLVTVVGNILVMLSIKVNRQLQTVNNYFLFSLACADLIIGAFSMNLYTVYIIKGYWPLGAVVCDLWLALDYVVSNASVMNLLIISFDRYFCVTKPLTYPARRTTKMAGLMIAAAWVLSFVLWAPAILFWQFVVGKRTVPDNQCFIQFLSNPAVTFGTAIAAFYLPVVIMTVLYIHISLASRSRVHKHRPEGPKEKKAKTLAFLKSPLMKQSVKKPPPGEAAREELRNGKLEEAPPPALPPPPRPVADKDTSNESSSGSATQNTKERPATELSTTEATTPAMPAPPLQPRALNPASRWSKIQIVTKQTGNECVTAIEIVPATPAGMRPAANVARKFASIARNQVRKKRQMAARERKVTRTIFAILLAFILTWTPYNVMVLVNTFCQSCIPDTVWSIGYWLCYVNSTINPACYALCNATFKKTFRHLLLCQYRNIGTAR
CHRM5 PAM – positive allosteric modulators of human muscarinic M5 receptor | CHO-K1 hM5, Fluo-8 calcium, ACh EC20 PAM; 0% = ACh EC20, 100% = ACh EC100 | activation, % at 3 µM | P08912 | AID 624038 | actives 0.3% (n = 360,000);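 active = activation above the run cutoff, the mean activation of all test compounds plus 3 SD, cut at about 18% in these data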
Target sequence (P08912 whole entry, looked up): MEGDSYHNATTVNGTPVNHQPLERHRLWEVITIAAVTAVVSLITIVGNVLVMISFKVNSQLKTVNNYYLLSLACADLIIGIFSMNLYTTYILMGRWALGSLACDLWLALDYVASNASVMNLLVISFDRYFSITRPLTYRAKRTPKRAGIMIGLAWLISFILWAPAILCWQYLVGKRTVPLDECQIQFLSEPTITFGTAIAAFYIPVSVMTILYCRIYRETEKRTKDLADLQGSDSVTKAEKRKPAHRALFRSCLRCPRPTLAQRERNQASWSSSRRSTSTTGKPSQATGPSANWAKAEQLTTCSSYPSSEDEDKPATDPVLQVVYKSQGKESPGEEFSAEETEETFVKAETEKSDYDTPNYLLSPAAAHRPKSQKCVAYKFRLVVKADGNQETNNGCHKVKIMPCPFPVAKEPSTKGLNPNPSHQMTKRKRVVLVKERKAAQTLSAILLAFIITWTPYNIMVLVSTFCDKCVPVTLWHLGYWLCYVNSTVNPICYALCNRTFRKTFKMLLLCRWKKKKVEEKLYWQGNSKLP
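Test system: CHO-K1 hM5 cells / Doses: single-point, 3 µM nominal / Times: Post-acetylcholine fluorescence recording 140 s / Technique: Fluo-8 calcium fluorescence / Measure: Max/basal fluorescence ratio as % of EC20–EC100 ACh window / Benchmarks: low control EC20 acetylcholine (0%), high control EC100 acetylcholine (100%) / Replicates: one well per compound, no replicates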
CHRM4 antagonist – antagonists of human muscarinic M4 receptor (CHRM4); P08173; CHO-hM4 cells, ACh EC80, Fluo-8 calcium fluorescence; inhibition, % at 3 µM; actives 0.73% (n = 360,000);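 active = inhibition above its plate's cutoff, the mean inhibition of sample wells plus 3 SD, cut at about 27% in these data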;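 note: 0% = acetylcholine EC80 with DMSO and 100% = DMSO without agonist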
M5 antag – blocks acetylcholine activation of human M5 receptor | AID 624040 | actives 0.59% (n = 360,000) | inhibition, % at 3 µM | P08912 | CHO-hM5 cells, Fluo-8 calcium fluorescence, ACh EC80;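 active = inhibition above a per-plate cutoff, the mean of that plate's test compounds plus 3 SD, cut at about 27% in these data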;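 note: 0% = acetylcholine EC80 with DMSO and 100% = DMSO without agonist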
M5 ag – agonists of human muscarinic M5 receptor (CHRM5); P08912; CHO-K1 hM5 cells, Fluo-8 calcium fluorescence; 0% DMSO wells, 100% maximal acetylcholine response; activation, % at 3 µM; actives 0.19% (n = 360,000); AID 624037;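 active = activation above the run's mean over test compounds plus 3 SD, cut at about 23% in these data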;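 note: signal is peak over basal fluorescence ratio across the kinetic read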
M1 PAM parental – nonselective activator or artifact in parental CHO-K1 calcium assay | ATP EC20, Fluo-8 calcium fluorescence; 0% at ATP EC20, 100% at ATP max | activation, % at 3 µM | actives 0.02% (n = 360,000) | AID 602247;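 active = activation above the run cutoff, the mean activation of all test compounds plus 3 SD, cut at about 40% in these data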;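 note: peak over basal fluorescence ratio in a 140 s read after ATP addition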
CHO-K1 Ca antag – M1 antagonist counterscreen hit in parental CHO-K1 cells | AID 602250 | ATP-induced calcium, Fluo-8 fluorescence | actives 0.6% (n = 360,000) | inhibition, % at 3 µM;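 active = inhibition above a per-plate cutoff, the plate's mean sample inhibition plus 3 SD, cut at about 24% in these data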;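 note: 0% = DMSO plus EC80 ATP and 100% = DMSO alone without ATP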
M4 ag – agonists of human muscarinic M4 receptor (CHRM4); P08173; CHO-K1 hM4/Gqi5, Fluo-8 calcium fluorescence; vehicle 0%, full acetylcholine response 100%; activation, % at 3 µM; actives 0.14% (n = 360,000);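 active = activation above the run mean over all test wells plus 3 SD, cut at about 32% in these data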;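 note: peak over basal fluorescence ratio per well then scaled between controls; 0% = DMSO wells and 100% = acetylcholine at EC100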
CHO-K1 Ca ag – M1 agonist counterscreen hit in parental CHO-K1 cells. actives 0.48% (n = 360,000). activation, % at 3 µM. AID 602248. Fluo-8 calcium fluorescence; scaled to maximal ATP response, vehicle zero; in the data active = activation above about 15%;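 note: untransfected CHO-K1 host cells lacking M1 receptor as counterscreen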
Active calls of the source: *; x = no result given.

SMILES	M4 PAM	CHRM5 PAM	CHRM4 antagonist	M5 antag	M5 ag	M1 PAM parental	CHO-K1 Ca antag	M4 ag	CHO-K1 Ca ag
COc1cc2c(cc1OC)-c1cc(Nc3cccc(F)c3)nc(=O)n1CC2	-5	-1	4	2	-1	10	-11	5	4.0
Cc1ccc(NC(=S)Nc2cccc3cnccc23)cc1	1	0	-3	-9	-6	22	-10	0	0.5
O=C(Nc1ccn(CCCNC2CCN(Cc3ccccc3)CC2)c(=O)n1)OCc1ccccc1	-8	-7	-4	3	-3	-5	-10	1	0.0
Cn1ccs/c1=N\C(=O)Nc1cccc(Cl)c1	-8	-7	-4	-1	-4	9	-1	1	-0.1
Cc1ccc2c(c1)C=CC(C)(C)S2(=O)=O	3	-1	-1	-2	0	-9	8	1	0.2
O=C(OCc1ccccc1)N1C=CC2CC1c1c(Cl)cccc12 (centres undefined)	-4	-2	-10	-6	1	12	-29	0	0.2
O=c1c(-c2ccc(F)cc2)[n+]([O-])c2ccccc2n1OCc1ccccn1	-2	-3	-2	0	0	12	-3	0	0.7
Cc1ccc(NC(=O)CCn2nc(C)cc2C)cc1	9	1	-17	-2	-5	7	2	0	-0.1
O=C(Nc1ccccc1)c1ccc2snnc2c1	0	-2	-6	-1	-4	11	6	1	0.2
CN(C)S(=O)(=O)c1cccc(NC(=O)CN2C(=O)C3C4C=CC(C4)C3C2=O)c1 (centres undefined)	-1	0	1	1	3	22	-12	2	0.8
COc1ccc(C(C)(C)C)cc1NC(=O)CCCN1C(=O)CN(C)C1=O	12	4	8	1	-5	12	10	0	0.0
Cc1ccc(-c2ccc(/C=N/NC(N)=S)o2)cc1	-7	-13	5	26	-7	-17	3	-2	-0.6
O=C(Nc1ccc(Cl)cc1)C1Cc2c(-c3ccc4c(c3)OCO4)ccnc2O1 (centres undefined)	-4	-8	-1	10	-1	-1	6	3	-0.1
Cc1ccccc1N(CC(=O)N1CCc2ccccc2C1)S(C)(=O)=O	2	9	-2	1	-6	3	7	1	0.5
O=C(C(=O)N1CCN(C(=O)c2ccco2)CC1)c1ccccc1	1	5	8	4	2	x	x	1	x
Cc1ccnc(NS(=O)(=O)c2ccc(NC(=O)CCc3ccccc3)cc2)n1	5	4	-15	-1	-2	11	-10	0	-0.6
CCOc1ccc(NC(=O)NCCCN2CCCC2)cc1	2	1	-1	2	-3	21	0	1	0.2
Nc1nc(CN2CCN(c3cccc(Cl)c3)CC2)nc(N2CCCc3ccccc32)n1	4	-3	-6	-10	-5	25	-9	8	1.0
CCCCCC1=C(C(=O)OC)C(C(=O)OCC)N(S(=O)(=O)C(F)(F)F)c2ccccc21 (centres undefined)	-6	-4	0	-3	-2	7	-12	-1	0.8
C/C(=N\Nc1ccc(F)cc1F)c1ccccc1O	25	5	1	0	1	15	-11	1	0.0
CCNC(=O)CCC(=O)Nc1cc(Cl)ccc1C	3	3	2	3	-2	-1	19	2	3.9
Cc1ccc(-c2nnc(SCC(=O)NNC(=O)COc3cccc(C)c3)n2C)cc1	7	-7	-11	-4	-3	0	-10	0	-1.5
CC(=NNC(=O)c1ccccc1N)c1ccccc1O	10	-4	7	-1	3	-9	21	2	0.6
CC(O)(c1ccccc1)c1ccc2ccccc2n1 (centres undefined)	-5	-1	1	18	-6	24	-12	-1	-0.5
CC1CCCN(C(=O)Cn2c(=O)oc3cc(S(=O)(=O)N4CCCCC4C)ccc32)C1 (centres undefined)	-5	-6	-2	3	0	-6	11	0	0.0
CC1=Nc2cccc3cccc(c23)N1C	2	1	5	4	-2	13	-2	2	0.0
Nc1ccc2c(c1)Nc1ccccc1CC2	0	-3	7	11	1	8	-2	2	7.8
COc1ccc(N(CC(=O)Nc2ccccc2C(N)=O)S(=O)(=O)c2ccc(C)c([N+](=O)[O-])c2)cc1	-11	-9	-1	-2	-2	16	-7	9	3.5
CCOc1nc(-c2ccc(C)cc2)ccc1-c1noc(COC)n1	3	1	3	-2	-1	12	-4	-1	0.0
CCOC(=O)CCC1(C(=O)OC)C(=O)CCCCCC=C1C(=O)OC (centres undefined)	4	-1	-18	-2	0	-8	21	2	-0.2
O=C(Nc1ccc(O)c2c(=O)cc(-c3ccccc3Cl)oc12)c1cccc(Cl)c1	8	2	7	13	-1	11	-10	0	0.3
CC1(C(=O)NS(=O)(=O)c2ccc(F)cc2F)CCN1C(=O)c1cccc(F)c1 (centres undefined)	6	0	-8	-1	1	-6	-5	1	0.1
O=C1c2ccccc2C(=O)N1CC1c2ccccc2CCN1S(=O)(=O)c1cnc[nH]1 (centres undefined)	-2	8	-7	-11	-1	15	-5	2	0.2
CCN1CCC[C@H]1CNC(=O)c1c(O)c(Cl)cc(Cl)c1OC	-9	-1	2	-7	0	7	-13	0	0.8
COCCCNC(=O)c1cccc2c(-c3ccc(O)c(OC)c3)coc12	4	-4	-14	7	2	19	-8	3	1.1
OC(C1=CC(=Cc2ccncc2)c2ccccc21)c1ccncc1 (centres undefined)	1	-15	-1	14	3	-6	-5	12	3.4
CCn1c(NC(=O)c2ccc(C)cc2)c2ccccc2nc1=O	0	3	1	1	-6	-1	3	0	0.3
CCOc1cccc(/C(O)=C2/C(=O)C(=O)N(CCOC)C2c2ccncc2)c1 (centres undefined)	10	-3	-5	-5	-3	-4	2	1	-0.2
COc1ccc(CCNC(=O)C2COc3ccccc3O2)cc1OC (centres undefined)	-6	-5	-5	14	-1	4	-7	1	0.8
CCCCn1nc(C(=O)Nc2cc(C(F)(F)F)ccc2N2CCOCC2)ccc1=O	-2	-3	-1	4	-5	1	-1	4	-0.1
COc1ccccc1N1CCN(CCCCOc2cccc3ccccc23)CC1	-2	-12	-3	18	-6	20	-6	8	1.0
CC(C)CCN1CCN(Cc2nc3ccccc3s2)CC1CCO (centres undefined)	-21	-1	12	7	-9	16	-16	1	1.4
O=C(Nc1ccc2[nH]ncc2c1)c1ccccc1Cl	-2	1	-9	-12	1	2	-9	1	0.5
COc1ccc(N2CCN(CC(=O)Nc3sccc3C#N)CC2)cc1	1	-6	2	13	0	-8	9	2	0.3
CN1CCN(c2ccc(S(=O)(=O)N3CCCCC3)cc2NC(=O)c2cccc([N+](=O)[O-])c2)CC1	-6	-7	-5	-7	-4	5	-16	4	0.6
COc1ccc(C(=O)NC2(C(F)(F)F)C(=O)N(Cc3ccco3)C3=C2C(=O)CC(C)(C)C3)cc1OC (centres undefined)	25	1	6	-7	3	-8	7	0	-0.5
CCCc1cc(=O)[nH]c(/N=C(/NC(=O)C(C)N2C(=O)c3ccccc3C2=O)Nc2ccccc2)n1 (centres undefined)	-5	-4	7	1	1	-5	12	0	-0.6
O=C(NCc1ccc(F)cc1)C1CCCN(C(=O)NCc2ccccc2)C1 (centres undefined)	-3	-7	-4	10	-3	-25	-6	1	0.6
COC(=O)CSc1ncnc2c(C)csc12	0	16	1	-9	5	16	-9	1	-0.1
Oc1ccccc1-c1nc(/C=C/c2ccccc2)nn1-c1ccccc1	-3	2	-1	-6	-2	19	-5	-1	0.4
CC(C)C[C@@H]1NC(=O)[C@H](CO)NC(=O)c2cc([N+](=O)[O-])cc(I)c2OCC[C@@H](C(N)=O)NC1=O	4	0	-2	16	-1	2	-11	0	0.1
CC(/C=N/n1c(-c2cccnc2)n[nH]c1=S)=C\c1ccccc1	15	-5	-5	5	-1	8	0	2	0.7
O=C(NC(=S)NCc1nc2ccccc2[nH]1)c1ccc(F)cc1	-5	1	-1	-4	-2	11	-2	9	3.2
CC(C)=CCc1c(O)ccc2c1OC(c1ccc(O)c(O)c1)CC2=O (centres undefined)	-6	-6	0	11	6	2	7	9	2.8
Cc1ccc(S(=O)(=O)NCC(=O)OCC(=O)N(C)C2CCS(=O)(=O)C2)cc1 (centres undefined)	7	-5	-5	2	2	5	-6	1	2.1
COc1ccc(S(=O)(=O)Nc2cc(C(=O)NCCCN3CCOCC3)ccc2N2CCOCC2)cc1	-4	-5	5	-3	-3	6	-12	0	0.7
COc1ccccc1CNC(=O)c1ccccc1NS(C)(=O)=O	-6	-9	-1	18	-2	8	-5	2	0.3
Cc1cccc(/C=N\Nc2nnc(-c3ccccc3)c(=O)[nH]2)c1	1	2	8	-4	-1	19	-7	0	2.7
COc1cc([N+](=O)[O-])ccc1NC(=O)CCCOc1cc(C)ccc1C	14	-5	-3	6	-2	8	-2	0	-0.1

Some of the entries so far, as a markdown table.
| canonical_smiles | M4 PAM | CHRM5 PAM | CHRM4 antagonist | M5 antag | M5 ag | M1 PAM parental | CHO-K1 Ca antag | M4 ag | CHO-K1 Ca ag |
| --- | --- | --- | --- | --- | --- | --- | --- | --- | --- |
| COc1cc2c(cc1OC)-c1cc(Nc3cccc(F)c3)nc(=O)n1CC2 | -5 | -1 | 4 | 2 | -1 | 10 | -11 | 5 | 4.0 |
| Cc1ccc(NC(=S)Nc2cccc3cnccc23)cc1 | 1 | 0 | -3 | -9 | -6 | 22 | -10 | 0 | 0.5 |
| O=C(Nc1ccn(CCCNC2CCN(Cc3ccccc3)CC2)c(=O)n1)OCc1ccccc1 | -8 | -7 | -4 | 3 | -3 | -5 | -10 | 1 | 0.0 |
| Cn1ccs/c1=N\C(=O)Nc1cccc(Cl)c1 | -8 | -7 | -4 | -1 | -4 | 9 | -1 | 1 | -0.1 |
| Cc1ccc2c(c1)C=CC(C)(C)S2(=O)=O | 3 | -1 | -1 | -2 | 0 | -9 | 8 | 1 | 0.2 |
| O=C(OCc1ccccc1)N1C=CC2CC1c1c(Cl)cccc12 (centres undefined) | -4 | -2 | -10 | -6 | 1 | 12 | -29 | 0 | 0.2 |
| O=c1c(-c2ccc(F)cc2)[n+]([O-])c2ccccc2n1OCc1ccccn1 | -2 | -3 | -2 | 0 | 0 | 12 | -3 | 0 | 0.7 |
| Cc1ccc(NC(=O)CCn2nc(C)cc2C)cc1 | 9 | 1 | -17 | -2 | -5 | 7 | 2 | 0 | -0.1 |
| O=C(Nc1ccccc1)c1ccc2snnc2c1 | 0 | -2 | -6 | -1 | -4 | 11 | 6 | 1 | 0.2 |
| CN(C)S(=O)(=O)c1cccc(NC(=O)CN2C(=O)C3C4C=CC(C4)C3C2=O)c1 (centres undefined) | -1 | 0 | 1 | 1 | 3 | 22 | -12 | 2 | 0.8 |
| COc1ccc(C(C)(C)C)cc1NC(=O)CCCN1C(=O)CN(C)C1=O | 12 | 4 | 8 | 1 | -5 | 12 | 10 | 0 | 0.0 |
| Cc1ccc(-c2ccc(/C=N/NC(N)=S)o2)cc1 | -7 | -13 | 5 | 26 | -7 | -17 | 3 | -2 | -0.6 |
| O=C(Nc1ccc(Cl)cc1)C1Cc2c(-c3ccc4c(c3)OCO4)ccnc2O1 (centres undefined) | -4 | -8 | -1 | 10 | -1 | -1 | 6 | 3 | -0.1 |
| Cc1ccccc1N(CC(=O)N1CCc2ccccc2C1)S(C)(=O)=O | 2 | 9 | -2 | 1 | -6 | 3 | 7 | 1 | 0.5 |
| O=C(C(=O)N1CCN(C(=O)c2ccco2)CC1)c1ccccc1 | 1 | 5 | 8 | 4 | 2 | x | x | 1 | x |
| Cc1ccnc(NS(=O)(=O)c2ccc(NC(=O)CCc3ccccc3)cc2)n1 | 5 | 4 | -15 | -1 | -2 | 11 | -10 | 0 | -0.6 |

Screening data as filed in PubChem BioAssay.
